KAT2A inh: blocks human GCN5L2 histone acetyltransferase; Q92830; GCN5L2 HAT assay, ThioGlo1 CoA-SH fluorescence; Potency, µM (doses to about 58.9 µM), without a hit: at the top dose activity change, negative = inhibition, actives largely listed as inhibitors; 390,000 tested, 0.21% active; AID 504327
Target sequence (Q92830 whole entry, looked up): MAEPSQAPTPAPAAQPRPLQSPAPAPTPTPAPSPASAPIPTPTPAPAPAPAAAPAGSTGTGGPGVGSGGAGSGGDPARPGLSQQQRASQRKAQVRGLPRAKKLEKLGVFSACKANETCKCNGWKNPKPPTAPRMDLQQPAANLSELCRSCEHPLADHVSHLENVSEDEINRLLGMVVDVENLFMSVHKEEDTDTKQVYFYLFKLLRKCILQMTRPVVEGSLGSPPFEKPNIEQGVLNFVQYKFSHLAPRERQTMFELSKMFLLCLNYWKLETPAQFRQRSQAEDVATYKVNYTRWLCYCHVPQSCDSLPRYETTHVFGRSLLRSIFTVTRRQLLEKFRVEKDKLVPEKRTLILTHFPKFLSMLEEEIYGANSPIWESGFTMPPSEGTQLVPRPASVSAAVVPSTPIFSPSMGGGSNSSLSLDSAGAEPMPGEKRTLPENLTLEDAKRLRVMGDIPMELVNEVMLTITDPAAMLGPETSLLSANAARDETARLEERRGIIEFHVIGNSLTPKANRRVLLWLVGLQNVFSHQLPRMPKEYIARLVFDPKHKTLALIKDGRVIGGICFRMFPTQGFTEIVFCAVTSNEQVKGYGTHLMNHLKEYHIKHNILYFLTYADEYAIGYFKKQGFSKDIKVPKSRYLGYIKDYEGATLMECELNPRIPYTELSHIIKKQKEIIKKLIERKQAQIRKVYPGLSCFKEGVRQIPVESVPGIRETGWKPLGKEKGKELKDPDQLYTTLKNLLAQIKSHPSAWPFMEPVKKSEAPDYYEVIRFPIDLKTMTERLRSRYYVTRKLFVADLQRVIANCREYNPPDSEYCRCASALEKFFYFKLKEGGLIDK
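Compounds, pin-transferred from DMSO stocks, meet 20nM GCN5L2 for 15 min before the reaction begins with H3(1-25) peptide (75uM) and acetyl-CoA (70uM). Thiol-reactive ThioGlo1 reports CoA release over 20 min at room temperature.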
TDP1 cell noCPT: qHTS for Inhibitors of human tyrosyl-DNA phosphodiesterase 1 (TDP1): qHTS in cells in absence of CPT. DT40 Tdp1-/- hTDP1 cells, no CPT, ATP luminescence, 48 h. Potency, µM (top dose mostly 46.2 µM), inactives show top-dose activity change, negative = growth inhibition, hits mostly inhibitors. 420,000 tested, 15% active. AID 686978, 2013; also: nearly all actives have a fitted effect of over 55% in size
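DT40 Tdp1-/-;hTDP1 cells, no CPT (DMSO vehicle only), 400 cells/well; compounds pin-transferred; ≥48 hr, 37 °C; CellTiter-Glo 30 min RT dark, luminescence read.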
TDP1 cell CPT: growth inhibition of DT40 Tdp1-/-;hTDP1 cells with camptothecin (screen for TDP1 inhibitors); chicken DT40 Tdp1-/-;hTDP1 cells + 20 nM CPT, ATP luminescence, 48 h; Potency, µM (highest dose often 46.2 µM), for inactives: at the highest dose activity change, negative = growth inhibition, hits mostly inhibitors; 420,000 tested, 12% active; AID 686979; also: nearly all actives have a fitted effect of over 55% in size
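Chicken DT40 Tdp1-/- cells stably complemented with human TDP1 were seeded at 400 cells/well in medium containing 20 nM camptothecin, exposed to pin-transferred compounds, and grown at 37 °C for at least 48 hr. Viability was read as ATP luminescence.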
Active calls of the source: *; ? = inconclusive; . = not tested or not shown; [ ] = another dose, or the depositor's remark. Calls follow the shape of the dose curve; as a rule, active = well fitted curve in the direction sought with a large enough effect; inconclusive = small, poorly fitted or top-dose-only effect, or another doubt; inactive = no such curve, though single readings can be large; an effect the other way counts as inactive or inconclusive. % is scaled to controls: 0 for no effect and ±100 for the full control effect; potency is read from the fitted curve at half-maximal effect. Only part of the results is shown; count on the stated rates, not on these rows.

Preview:
Sequence of screens – KAT2A inh, TDP1 cell noCPT, TDP1 cell CPT
COc1cccc(OC)c1C(=O)NC(=S)Nc1ccc2c(c1)Cc1ccccc1-2
 : 0%, ?, ?
OC(c1ccc(F)cc1)c1nc(-c2cccc(C(F)(F)F)c2)cs1 (centres undefined)
 : ., ?, ?
Cn1nc(-c2ccccc2F)c2cc(C(=O)N3CCN(c4ccc(F)cc4)CC3)sc21
 : -13%, 16µM*, ?

The listing, from the first entry:
Sequence of screens – KAT2A inh, TDP1 cell noCPT, TDP1 cell CPT
COc1cccc(OC)c1C(=O)NC(=S)Nc1ccc2c(c1)Cc1ccccc1-2
 : 0%, ?, ?
OC(c1ccc(F)cc1)c1nc(-c2cccc(C(F)(F)F)c2)cs1 (centres undefined)
 : ., ?, ?
Cn1nc(-c2ccccc2F)c2cc(C(=O)N3CCN(c4ccc(F)cc4)CC3)sc21
 : -13%, 16µM*, ?
CCOc1ccc(-c2nnn(CC(=O)NCc3ccc(F)cc3)n2)cc1OCC
 : -1%, -10%, -19%
Cn1nc([N+](=O)[O-])nc1Sc1nnc(-c2ccccc2)o1
 : 1%, 4.6µM*, 5.2µM*
O=C(Nc1ccc(/C=C/c2nc3ccccc3o2)cc1)c1cccc(C(F)(F)F)c1
 : -7%, ?, -29%
Cc1ccc(Cn2nnc3c(=O)[nH]c(C4CCCN(S(=O)(=O)c5ccc(F)cc5)C4)nc32)cc1 (centres undefined)
 : -1%, -14%, 3%
CC1Oc2ccccc2N(Cc2ccccc2Cl)C1=O (centres undefined)
 : -4%, ?, -7%
COc1cc(CN(C)CC2CCCN(CCc3ccccc3F)C2)cc(Cl)c1OC (centres undefined)
 : -3%, 26µM*, ?
CC1CC(C)CN(C(=O)Cn2c(=O)n(CCCCC(=O)NCc3ccco3)c(=O)c3ccccc32)C1 (centres undefined)
 : -1%, ?, 5%
COc1ccc(C2=CC(=O)CC(c3ccc(OC)cc3)C2)cc1 (centres undefined)
 : -11%, ?, 8%
CC(=O)N1CCc2c(sc3c2c(=O)n(CCc2ccccc2)c(=O)n3Cc2ccccc2C)C1
 : -13%, 16µM*, 15µM*
CC(=O)O[C@H]1C[C@@]2(C)[C@@H](C[C@@H](O)[C@H]3[C@@]4(C)CC[C@@H](O)[C@@H](C)C4CC[C@@]32C)/C1=C(\CCC=C(C)C)C(=O)O (some centres undefined)
 : -13%, -21%, -17%
CCCOc1ccc(C2CC(=O)Nc3c2c(C)nn3-c2nncc(-c3cccc(OC)c3)n2)cc1OC (centres undefined)
 : -2%, -7%, 3%
COc1cc(NC(=O)c2c(F)c(F)c(F)c(F)c2F)c(OC)cc1Cl
 : -3%, ?, -28%
O=C(c1cnn2c(C(F)(F)F)cc(-c3ccccc3)nc12)N1CCCCC1c1cccnc1 (centres undefined)
 : -5%, ?, ?
CN(C)c1ccc(-c2nnc(SCC3CCCO3)n2C)cc1 (centres undefined)
 : -12%, ?, ?
O=C(NCCO)c1ccc(Oc2ccc(C(F)(F)F)cc2[N+](=O)[O-])cc1
 : 1%, ?, -23%
CSc1ccccc1OCc1cc(C(=O)NCc2ccc(C)s2)no1
 : -18%, -13%, ?
Cc1ccc(S(=O)(=O)N/N=C\c2cn(CC(N)=O)c3ccccc23)cc1C
 : -4%, -11%, -17%
CCC(C)(C)C1CCC(NC(=O)c2ccc(S(=O)(=O)N3CCOCC3)cc2)CC1 (centres undefined)
 : -6%, 23µM*, 15µM*
COc1ccc(C(=O)NC2CCCCCC2)cc1S(=O)(=O)N1CCCc2ccccc21
 : -10%, ?, ?
CC1CC(C)CN(C(=O)COC(=O)c2cc3ccccc3cc2O)C1 (centres undefined)
 : -13%, ?, ?
CCN(CC)c1ccc(NC(=O)COC(=O)CCc2cc(OC)c(OC)c(OC)c2)cc1
 : ., -10%, -6%
CCOc1ccc(NC(=O)CN(C)C(=O)c2cccnc2Sc2ccc(Cl)cc2)cc1OCC
 : -6%, ?, ?
COC(=O)[C@H](CC(C)C)NC(=O)c1cc2c(cn1)[nH]c1ccccc12
 : -6%, ?, ?
CCn1c(=S)sc2c(=O)n(CC(=O)Nc3ccccc3C(F)(F)F)c(C)nc21
 : -11%, ?, -23%
CC(C)CCNC(=O)CSc1nc2ccsc2c(=O)n1Cc1ccccc1Cl
 : 0%, ?, ?
CCOC(=O)c1c(S(=O)(=O)N2CCC(C(=O)Nc3ccccc3OC)CC2)c(C)n(CC)c1C
 : -1%, 16%, -9%
CCC(CC)n1c(C)cc(=O)n1C(CC)CC
 : ., 4%, -3%

In the list so far, 2 have a nitro group on carbon.
Sequence of screens – KAT2A inh, TDP1 cell noCPT, TDP1 cell CPT
Cn1nc([N+](=O)[O-])nc1Sc1nnc(-c2ccccc2)o1
 : 1%, 4.6µM*, 5.2µM*
O=C(NCCO)c1ccc(Oc2ccc(C(F)(F)F)cc2[N+](=O)[O-])cc1
 : 1%, ?, -23%

Exported field by field: part of the list above.
CC1Oc2ccccc2N(Cc2ccccc2Cl)C1=O (centres undefined)
  KAT2A inh: -4%; TDP1 cell noCPT: ?; TDP1 cell CPT: -7%

COc1cc(CN(C)CC2CCCN(CCc3ccccc3F)C2)cc(Cl)c1OC (centres undefined)
  KAT2A inh: -3%; TDP1 cell noCPT: 26µM*; TDP1 cell CPT: ?

The results go on:
Sequence of screens – KAT2A inh, TDP1 cell noCPT, TDP1 cell CPT
CN(C)c1ccc(C=C2C=Cc3ccccc32)cc1
 : ., -17%, -12%
CC(=O)Nc1nc2ccc(C(=O)NCCOC(=O)C3CCCCC3)cc2s1
 : 1%, -15%, ?
CCCCNC(=O)C1(C)CCN1C(=O)c1cccc2c1OCCO2 (centres undefined)
 : ., -8%, 0%
COc1cc(OC)cc(C2=Cc3ccc(OC)cc3C(CC(C)=O)N2c2ccc(C#CCCO)cc2)c1 (centres undefined)
 : ., 21µM*, ?
CN(C(=O)CSc1nc(C2CCCC2)nc2c1c(=O)n(C)c(=O)n2C)c1ccccc1
 : -4%, ?, ?
COc1ccc(C(=O)Nc2cc(S(=O)(=O)N3CCCC3)ccc2Cl)cc1
 : -2%, ?, ?
CCOc1cccc(NC(=O)CSc2nncn2N)c1
 : -3%, -8%, 8%
CN(C)/C=C(/C(=O)c1ccc(Cl)cc1)S(C)(=O)=O
 : -9%, -8%, 5%
CC(NC(=O)COc1ccccc1F)C1CC2CCC1C2 (centres undefined)
 : -15%, ?, ?
CC1(C(=O)Nc2cccc(Oc3ccccc3)c2)CCN1C1Cc2ccccc2C1 (centres undefined)
 : ., ?, ?
Cc1ccc(Cn2cc(/C=N/Nc3ccc([N+](=O)[O-])cn3)c3ccccc32)cc1
 : -6%, 16µM*, ?
COc1cc(NC(=O)C23CC4CC(C2)CC(n2cnc([N+](=O)[O-])n2)(C4)C3)cc(OC)c1
 : 0%, ?, ?
CSc1cccc(N2C(=O)N(Cc3ccc([N+](=O)[O-])cc3)c3ccccc3S2(=O)=O)c1
 : 1%, -21%, -8%
Cc1ccc(S(=O)(=O)N2CCOCC2)cc1NC(=O)CSc1ccccn1
 : -17%, -13%, ?
O=C(CCS(=O)(=O)c1ccc(Br)cc1)Nc1ccccc1Cl
 : 10%, 1%, -9%
c1ccc2c(COn3nnc4ccccc43)cccc2c1
 : -12%[0.501 µM], ?, ?
COc1ccc(CNC(=O)OCc2nccnc2C(=O)Nc2ccc(Br)cn2)cc1
 : 5%, 2%, ?
NC(=S)Nc1ccc(Cl)c(Cl)c1
 : -20%, 9.2µM*, 12µM*
CCn1c(CNC(=O)c2ccccc2)nc2ccccc21
 : ., -22%, -9%
CCc1cccc(NC(=O)Cn2c(=O)n(-c3ccccc3C)c(=O)c3c2c2cc(C)ccc2n3C)c1
 : -11%, ?, ?
O=C(Nc1ccccc1)c1nc[nH]c1C(=O)N1CCN(c2ccccc2)CC1
 : -21%, ?, ?
COC(=O)C(NC(=O)C(NC(=O)C1CCC(C)CC1)C(C)C)C(C)C (centres undefined)
 : ., -22%, -12%
Nc1nc(SCc2ccccc2Cl)[nH]c(=O)c1-c1ccccc1
 : -1%, -15%, -19%
Cc1ccccc1C(=O)OCc1cc(=O)n2nc(C(C)C)sc2n1
 : -5%, -23%, 3%
COCCNC(=O)COC(=O)/C=C/c1c(C)nn(Cc2ccc(Cl)cc2Cl)c1Cl
 : -6%, 16µM*, 15µM*
CCN1CCN(c2ccc(S(=O)(=O)N3CCCCC3)cc2NC(=O)/C=C/c2ccc(OC(F)F)cc2)CC1
 : -19%, ?, ?
CC1CC(C)(C)NC(=S)N1CCCC(=O)NCc1ccccc1 (centres undefined)
 : 1%, -8%, 16%
O=S(=O)(NC1c2cccc3cccc(c23)C1N1CCNCC1)c1ccc(Cl)cc1 (centres undefined)
 : -1%, 12µM*, 13µM*
COc1ccc(C(CNC(=O)c2ccc(C)c(S(=O)(=O)N3CCOCC3)c2)N2CCCC2)cc1 (centres undefined)
 : ., -4%, -15%
O=S(=O)(c1ccc2nc(N3CCN(c4cccc(Cl)c4)CC3)ccc2c1)N1CCCCC1
 : 16%, -1%, 4%

Continuation:
Sequence of screens – KAT2A inh, TDP1 cell noCPT, TDP1 cell CPT
CN1CC(=O)N2C(c3ccc(Cl)cc3)c3[nH]c4ccccc4c3C[C@H]2C1=O (some centres undefined)
 : -15%, ?, 15µM*
CNC(=O)NC(=O)C(OC(=O)c1cccc(S(=O)(=O)N2CCCCC2)c1)c1ccccc1 (centres undefined)
 : -10%, -15%, -9%
COc1ccc(-c2oc(/N=C/N3CCOCC3)c(C#N)c2-c2ccc(OC)cc2)cc1
 : -10%, ?, -3%
Oc1ccc(-c2nc3ccccn3c2NCc2ccc3c(c2)OCO3)cc1
 : -17%, ?, ?
Cc1ccc(C=Nc2ccccc2C#N)s1
 : -2%, -3%, 4%
Nc1cc(C(=O)O)ccc1Nc1ccccc1
 : -1%, 7%, -21%
COc1ccc2c(CNCc3ccc(Cl)cc3)c(C(=O)O)n(Cc3ccccc3C)c2c1
 : -2%, 1.2µM*, 2.3µM*
COc1ccc(OCCNC(=S)Nc2cccc3ccccc23)cc1
 : -7%, 23µM*, -21%
C#CC[N+](C)(C)CCN1C(=O)C2C(c3ccccc3)C=CC(c3ccccc3)C2C1=O (centres undefined)
 : -5%, -1%, -2%
CCc1ccc(-n2nc(C)c3c(C)cc(=O)n(CC(=O)Nc4ccc(C(C)=O)cc4)c32)cc1
 : -1%, 9.2µM*, ?
CCN1CCN(C(c2ccccc2Cl)c2c(O)cc(C)n(CCOC)c2=O)CC1 (centres undefined)
 : 6%, -7%, 7%
CN(c1ccccc1)C(c1ccc(F)cc1)c1nnnn1C1CCCC1 (centres undefined)
 : -5%, ?, ?
COc1ccc(C(=O)/C=C/Sc2nc3ccccc3o2)cc1
 : -6%, 2.3µM*, 2.6µM*
Cc1ccc(NC(=O)CC2=NC(=O)C(CC(=O)Nc3ccccc3F)S2)cc1 (centres undefined)
 : -5%, 18µM*, ?
Cc1ccc(NC(=O)CN(Cc2ccccc2)S(=O)(=O)c2ccc3nc(C)sc3c2)c(C)c1
 : 1%, ?, ?
O=C(c1cccc(N2C(=O)C3C4C=CC(C4)C3C2=O)c1)N1CCCCCC1 (centres undefined)
 : 3%, ?, -6%
CC(C)NC(=O)c1ccc2c(c1)N(Cc1ccccc1)C(=O)C(C)(C)O2
 : -23%, -21%, -10%
CCN(CC)c1ccc(NC(=O)c2cc3c(OC)cccc3[nH]2)cc1
 : -6%, ?, ?
Cc1cccc(N2CCN(S(C)(=O)=O)CC2)c1C
 : -5%, -20%, -2%
Cc1sc(C2C(C#N)=C(N)N(c3ccc(Cl)cc3)C3=C2C(=O)CCC3)cc1CN1CCOCC1 (centres undefined)
 : -8%, ?, ?
O=C(COC(=O)c1ccc2ccccc2n1)NC1CCCCC1
 : -16%, 2%, 0%
CCOc1ccc(NS(=O)(=O)c2ccc(NC(=O)N3CCCC3)cc2)cc1
 : -10%, ?, -30%
N#Cc1ccc(NC2=NS(=O)(=O)c3ccccc32)cc1
 : -2%, -20%, -5%
CC1(C(=O)NS(=O)(=O)c2cccc(C#N)c2)CCN1C(=O)CCC1CCCC1 (centres undefined)
 : ., -12%, 3%
CCn1c(CC(=O)Nc2ccc(F)cc2)nnc1SCC(=O)N1CCOCC1
 : -14%, -2%, 0%
COc1cccc(Nc2ncccc2C(=O)Nc2ccccc2)c1
 : -6%, 3%, -27%
Cc1ccccc1NC(=O)C1=CC=CN2CCS(=O)(=O)N=C12
 : -4%, -28%, -9%
O=[N+]([O-])c1cc(/C=N/n2c(-c3ccncc3)n[nH]c2=S)ccc1Cl
 : -13%, -22%, -9%
Nc1[nH]c(C(=O)c2ccccc2)c(-c2ccccc2C(F)(F)F)c1C(=O)NCc1cccc2ccccc12
 : ., -21%, -19%
Cc1cccn2c(CNCCc3ccccn3)c(C(=O)N3CCOCC3)nc12
 : -3%, -2%, -7%

Source: PubChem BioAssay
